aSyn rescue: alpha-synuclein toxicity inhibition in yeast | AID 652106 | Yeast expressing alpha-synuclein, growth rescue, BacTiter-Glo, 24 h | Potency, µM (titrated, usually from 46.1 µM), inactives show at the highest dose growth rescue (activation), hits mostly activators | 0.14% of 370,000 active; also: potency is read from the fitted curve at half-maximal effect; % of control where 0% means no effect; nearly all actives have a fitted effect of over 65% in size
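Screening used galactose-induced yeast with toxic alpha-synuclein levels, exposed to compound for 24 hr at 30 deg C. Cell growth, read with BacTiter-Glo luminescence, gave the measured signal.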
TDP43 rescue: rescues yeast growth from TDP-43 toxicity; 1.8% of 410,000 active; AID 652104; TDP-43 expressing yeast growth rescue, BacTiter-Glo, 24 h; Potency, µM (highest dose often 46.1 µM), for inactives: at the highest dose growth rescue (activation), hits mostly activators; also: potency is read from the fitted curve at half-maximal effect; % of control where 0% means no effect; nearly all actives have a fitted effect of over 50% in size
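Readout is BacTiter-Glo luminescence of cell growth, so inhibitors register as activators. TDP-43-expressing yeast at OD600=0.02 in galactose medium, after raffinose pregrowth to mid-log, were incubated with compound for 24 hr at 30 deg C.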
PTHR1 ag: agonists of human PTHR1 parathyroid hormone receptor | Q03431 | HEK293 GP2 PTHR1 cells, GloSensor cAMP luminescence, 1 h | Potency, µM (doses to about 115 µM), for the others: at the highest dose activation, actives largely listed as activators | 0.075% of 410,000 active | AID 743266; also: potency is read from the fitted curve at half-maximal effect; nearly all actives have a fitted effect of over 55% in size; some results filed as inactive show a strong effect at the top dose; inactives centre near -15; many of its hits are not listed in these tables
Target sequence (Q03431 whole entry, looked up): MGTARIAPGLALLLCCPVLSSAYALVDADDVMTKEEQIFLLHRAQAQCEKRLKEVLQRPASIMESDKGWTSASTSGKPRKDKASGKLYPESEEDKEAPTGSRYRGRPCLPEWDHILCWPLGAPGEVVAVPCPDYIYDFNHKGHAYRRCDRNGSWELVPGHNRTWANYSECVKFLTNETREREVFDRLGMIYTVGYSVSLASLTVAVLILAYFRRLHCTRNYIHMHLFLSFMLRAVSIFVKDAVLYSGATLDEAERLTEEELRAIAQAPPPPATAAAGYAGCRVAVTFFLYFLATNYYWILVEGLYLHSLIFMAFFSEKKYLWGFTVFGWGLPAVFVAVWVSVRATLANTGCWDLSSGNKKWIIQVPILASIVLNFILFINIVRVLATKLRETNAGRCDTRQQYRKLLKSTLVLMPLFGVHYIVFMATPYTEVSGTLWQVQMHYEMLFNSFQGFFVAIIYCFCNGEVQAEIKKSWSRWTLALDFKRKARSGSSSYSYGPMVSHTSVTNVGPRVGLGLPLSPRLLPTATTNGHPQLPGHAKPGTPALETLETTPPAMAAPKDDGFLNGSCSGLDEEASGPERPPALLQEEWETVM
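HEK-293-derived GP2 cells expressing PTHR1 and a GloSensor cAMP reporter, 3,000/well, plated overnight, given luciferin plus IBMX (each 0.5 mM as added) for 1 h at 37 °C, then compound for 1 h at 37 °C. Luminescence was read after 15 min at room temperature.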
HEK293 tox: cytotoxicity in counter-screen for GLP-1R inverse agonists | AID 624418 | HEK293 cAMP-luciferase reporter cells, luminescence, 24 h | Potency, µM (top dose mostly 38.3 µM), for the others: top-dose activity change, negative = inhibition, hits mostly inhibitors | 0.13% of 410,000 active;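 also: loss of luciferase light is scored as toxicity; potency is read from the fitted curve at half-maximal effect; % is scaled to controls: 0 for no effect and ±100 for the full control effect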
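Seeding density was 200 cells/uL; after overnight-length (12 h) culture, 23 nL compounds went on for 24 h at 37 °C. Readout used a luciferase detection reagent, luminescence taken after 12 min at room temperature.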
KB-V1 MDR tox: KB-V1 MDR subline cytotoxicity | KB-V1 MDR cells viability, CellTiter-Glo, 72 h | Potency, µM (series often up to 46.1 µM), for inactives: at the top dose activity change, negative = cytotoxicity, most hits filed as cytotoxic | 3.4% of 400,000 active | AID 1347076; also: potency is read from the fitted curve at half-maximal effect; % is scaled to controls: 0 for no effect and ±100 for the full control effect; nearly all actives have a fitted effect of over 60% in size
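Drug-selected KB-V1 cells, grown in DMEM lacking phenol red with 10% FBS, receive compound titrations; after three days at 37 degrees C, surviving cell ATP is quantified by CellTiter-Glo luminescence and responses normalized and curve-fitted.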
GLP-1R inv ag: inverse agonists of human GLP-1 receptor; 1.6% of 410,000 active; Potency, µM (series often up to 38.3 µM), for the others: at the highest dose activity change, negative = inhibition, usual class: inhibitors; HEK293 GLP-1R CRE-luciferase, luminescence, 24 h; GLP-1R form is constitutively active; AID 624417; also: potency is read from the fitted curve at half-maximal effect; % is scaled to controls: 0 for no effect and ±100 for the full control effect; nearly all actives have a fitted effect of over 55% in size
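qHTS in 1536-well format: reporter HEK293 cells expressing constitutive GLP-1R activity in DMEM + 10% Nu serum, 24 hr with compounds at 37 deg C, luminescence read after 12 min with detection reagent.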
DRD3 agonist: D3 dopamine receptor (human) agonism. P35462. D3R DiscoveRx beta-arrestin cells, luminescence, 90 min. max activation, %. 0.58% of 410,000 active; in the data active = max activation above about 30%; also: 0% is about no effect; mostly tested at two doses, the higher about 12 µM
Target sequence (P35462 whole entry, looked up): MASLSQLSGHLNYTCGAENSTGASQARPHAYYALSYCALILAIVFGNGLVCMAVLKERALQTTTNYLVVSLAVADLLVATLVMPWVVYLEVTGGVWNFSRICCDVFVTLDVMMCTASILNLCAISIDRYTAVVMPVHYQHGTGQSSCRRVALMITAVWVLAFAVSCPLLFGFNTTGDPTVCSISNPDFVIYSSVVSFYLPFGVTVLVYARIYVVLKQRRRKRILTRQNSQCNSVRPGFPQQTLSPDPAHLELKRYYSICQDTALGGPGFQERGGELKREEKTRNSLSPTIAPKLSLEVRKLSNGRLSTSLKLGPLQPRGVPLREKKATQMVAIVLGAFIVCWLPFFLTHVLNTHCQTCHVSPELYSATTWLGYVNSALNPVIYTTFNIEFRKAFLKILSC
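Agonist-mode cell screen: cells plated at 1500/well and incubated overnight at 37 °C, then exposed to library compounds for 90 min at 37 °C. Detection reagent was added for 30–60 min at room temperature, and luminescence was read.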
GLP1R ag: activates the human GLP-1 receptor | P43220 | HEK293 GLP-1R CRE-luciferase, luminescence, 4-6 h; cells express a hypersensitive GLP-1R form | AID 624172 | 0.007% of 380,000 active | Potency, µM (highest dose often 45.6 µM), for inactives: top-dose activation, usual class: activators; also: potency is read from the fitted curve at half-maximal effect; % of control where 0% means no effect
D3 antag: D3 dopamine receptor (human) antagonism; D3R cells, DiscoveRx beta-arrestin luminescence, antagonist mode; stronger effect = lower value; P35462; max response, negative = inhibition, %; 2.5% of 360,000 active; in the data active = max response below about -50%; inconclusive = no clear call, values can overlap the other calls; also: % is scaled to controls: 0 for no effect and ±100 for the full control effect; mostly tested at two doses, the higher about 12 µM
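Cells plated overnight at 1500 cells/well, then exposed to library compounds with dopamine controls for 90 minutes at 37 degrees C. DiscoveRx reagent added for 30–60 minutes at room temperature; luminescence read, quantitative HTS format.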
* = called active by the depositor; i = inactive; ? = inconclusive; nt = not tested or not shown; & = joins results of further samples; ! = not active in a repeat; [ ] = remark or other dose. Unless noted, calls follow the shape of the dose curve; as a rule, active = well fitted curve in the direction sought with a large enough effect; inconclusive = small, poorly fitted or top-dose-only effect, or another doubt; inactive = no such curve, though single readings can be large; an effect the other way counts as inactive or inconclusive. This is a subset; the hit share may differ from the screen's.

SMILES	aSyn rescue	TDP43 rescue	PTHR1 ag	HEK293 tox	KB-V1 MDR tox	GLP-1R inv ag	DRD3 agonist	GLP1R ag	D3 antag
O=C(C1CCC(CNS(=O)(=O)c2cccs2)CC1)N1CCN(c2ccc(Cl)cc2)CC1 (stereo unspecified)	-6%	7%&23%	-43%&-21%[inhibitor]	-10%&-17%	-10%&-18%	?	41*!	-2%	98
O=C(COC(=O)COc1ccccc1Cc1ccccc1)Nc1cccnc1Cl	0%	7%	-24%	-5%	2%	-7%	4	16%	-2
COc1cc(C(C)=NNC(=O)c2ccncc2)ccc1O	-15%	21%	i	13%	6%	0%	1	10%	-9
OC(Cc1cccnc1)(Cc1cccnc1)c1cc2ccccc2[nH]1	?	-5%	i	0%	-2%	-15%	-9	0%	-3
CCCCC(=O)Nc1ccc(C(=O)Nc2nc(CC(=O)OCC)cs2)cc1	0%	-16%	-36%[inhibitor]	-19%	-6%	0%	3	3%	12
O=C(CSc1ccc(-c2cccs2)nn1)Nc1cccc(F)c1	nt	-11%	-11%	3%	-32%	-2%	-10	nt	nt
Cc1cc(OCC(=O)N2CCN(c3ccc(F)cc3)CC2)c2c(C)cc(=O)oc2c1	?	15%	i	-1%	10%	9%	4	8%	-7
CCn1cc(C(=O)N(C)Cc2ccccc2)c(=O)c2cc(S(=O)(=O)N3CCc4ccccc4C3)ccc21	nt	-1%	-9%	-21%	0%	-15%	3	-3%	nt
CC1CCCN(C(=O)c2ccc(OC3CCN(CCc4ccccc4)CC3)cc2)C1 (stereo unspecified)	1%	8%	-16%	?	1%	8.9µM*	-9	3%	?
COc1ccccc1NC(=O)CCc1nnc2ccc(N3CCCCC3)nn12	3%	1%	-20%	-6%	-12%	29%	1	3%	21
Cc1ccc2nc(C)cc(N/N=C/c3ccccc3O)c2c1	0%	6%	-14%	-1%	0%	3%	10	-4%	-8
CC(c1nnnn1C1CCCCC1)N(Cc1ccccc1)Cc1cccnc1 (stereo unspecified)	18%	0%	i	-9%	?	7%	2	0%	-28
Cc1sc2nc(CSC(C)C(=O)Nc3cc(S(C)(=O)=O)ccc3Cl)[nH]c(=O)c2c1C (stereo unspecified)	1%	-12%	-3%	16%	0%	-10%	-1	-2%	10
C=CCNC(=O)NC(=O)COC(=O)CNS(=O)(=O)c1ccc(F)c(F)c1F	-8%	1%	i	8%	6%	10%	-3	-1%	-11
OCCN(CCO)c1nc(-c2ccccc2)nc2c1oc1ccccc12	7%	16%	i	5%	-2%	-18%	1	8%	36
COc1ccccc1N(Cc1ccccc1)S(=O)(=O)c1cccc(C(=O)Nc2ccccn2)c1	-34%[inhibitor]	-11%	-8%	-2%	0%	?	-4	15%	6
Cc1cccnc1C(NC(=O)C1CCN(CCOc2ccc(Cl)cc2Cl)CC1)c1ccc(Cl)cc1 (stereo unspecified)	-33%[inhibitor]	?	-59%[inhibitor]	2%	?	?	41*	-2%	36
COCCNC(=O)CSc1nc2ccccc2c(=O)n1CCCC(=O)NCc1ccccc1	4%	5%	i	-10%	16µM*	-8%	3	-2%	12
S=C(Nc1cc(Cl)ccc1Oc1ccccc1)N1CCN(c2ccccn2)CC1	-14%	10%	-20%	-10%	?	?	6	11%	7
O=C(NC1CCCCC1)C(c1ccco1)N(CCc1ccccc1)C(=O)C(F)(F)F (stereo unspecified)	-30%	-20%	?	-4%	7.3µM*	?	-4	0%	-7
CCCc1nnc(NC(=O)c2cc3ccccc3o2)s1	-6%	-21%	-9%	0%	?	51%[activator]	-6	2%	1
N#Cc1ccc(OCC(=O)N(C2CCCCC2)C2CCS(=O)(=O)C2)cc1 (stereo unspecified)	0%	12%	-5%	3%	-5%	0%	-9	-3%	?
Cc1ccc(C(=O)N2CCN(c3ccccc3F)CC2)cc1NC1=NC2CS(=O)(=O)CC2S1 (stereo unspecified)	-5%	-3%	-8%	6%	24%	2%	1	8%	-6
Cn1c(SCC(=O)Nc2nccs2)nnc1-c1ccncc1	6%	11%	i	3%	?	9%	3	-4%	7
CCN1C(=O)c2ccccc2Sc2ccc(C(=O)NCCCN3CCCCC3)cc21	1%	-2%	i	-24%	1%	13µM*	-11	-4%	-1
Cc1ccc(NC(=O)C2(C)CCN2C(=O)Cc2ccccc2Cl)cc1C (stereo unspecified)	15%	?	i	5%	-1%	-25%	5	-1%	19
CCCn1c(CNc2ccc(Br)cc2)nc2ccccc21	17%	24%	-11%	?	-17%	?	-3	-8%	-13
CC/C(=N/NC(=O)c1ccc(Br)o1)c1ccc(Cl)cc1	9%	12%	-12%	-2%	15µM*	7%	2	3%	-3
CCCCn1c(SCC(=O)NCc2ccco2)nc2c1c(=O)n(C)c(=O)n2C	2%	2%	i	8%	25%	24%	-3	4%	-23
COc1ccc(C(=O)NCCc2ccc(C)cc2)cc1OC1CCN(C(C)=O)CC1	0%	3%	i	0%	?	12%	0	-3%	18
O=C(CCC(=O)c1cccs1)Nc1ncccc1O	-4%	4%	i	16%	-4%	3%	7	-6%	6
CN1CCN(NC(=O)CC(C)(C)C)CC1	19%	-9%	i	-2%	?	15%	4	-4%	0
CCOC(=O)c1cc(-c2ccncc2)nc2c1c(C)nn2C	4%	29%	-5%[57.5 µM]	1%	?	44%[activator]	6	12%	15
Cc1scc(C(=O)NNC(=S)NCC2CCCO2)c1C (stereo unspecified)	1%	7%	i	?	8%	-16%	-1	-4%	17
O=C(Nc1cccc([N+](=O)[O-])c1)N1CCCCCC1	-9%	12%	-22%	0%	-6%	15%	0	3%	-14
COc1ccc(CN(C)C(=O)c2ccc(NS(=O)(=O)c3ccccc3)cc2)c(OC)c1	0%	-23%	i	-4%	2%	82%[activator]	-9	22%	10
O=C(CCc1nc2ccccc2c(=O)[nH]1)OCC(=O)N1CCN(S(=O)(=O)c2ccccc2)CC1	1%	-4%	i	0%	3%	1%	0	-10%	-2
Cc1cccc(/C(N)=N/OC(=O)COc2ccc(Cl)cc2)c1	2%	0%	-12%	4%	?	10%	4	9%	17
CC1(C)CC(=O)C=C(c2ccc(-c3cccc(C(N)=O)c3)cc2)C1=O	-5%	20%	-39%[inhibitor]	-11%	-3%	117%[activator]	0	11%	-20
N#CC(C(=O)NCc1ccco1)c1nc2ccccc2nc1N1CCOCC1 (stereo unspecified)	6%	?	-6%[57.5 µM]	68%[activator]	?	?	-3	0%	?
O=C(/C=C/c1ccccc1)/C=C/c1ccccc1	3%	?	-34%[inhibitor]	-4%	?	?	-1	-21%	-58*
CCC(=O)Nc1cc(C(C)(C)C)ccc1C(C)=O	-1%	1%	i	3%	-5%	1%	4	1%	1
COc1ccc(-c2cc3c(=O)n(CC(=O)Nc4ccccc4C(F)(F)F)ccn3n2)cc1OC	nt	16%	-17%	-3%	16%	10%	-4	nt	nt
O=C(Nc1ccc(OC(=O)c2ccccc2)c(-c2nc3ccccc3s2)c1)c1ccccc1	0%	2%	-23%	-16%	6%	3%	1	-6%	-26
COc1ccc(OCCCn2c(C)nc3cc(C)c(C)cc32)cc1	nt	22%	i	3%	-11%	?	6	nt	nt
O=C(CCCOc1ccccc1)NNC(=O)c1ccncc1	-10%	-31%[inhibitor]	-9%	-1%	-4%	-16%	-12	5%	-14
O=C(Nc1ccccc1)C1CC(=O)n2c(nc3ccccc32)N1 (stereo unspecified)	-3%	-40%[inhibitor]	16%	8%	-3%	17%	-20	0%	-6
O=C(O)CCCCCNS(=O)(=O)c1ccc(Cl)cc1	-3%	-27%	i	3%	0%	0%	-17	-9%	-26
COc1cc(/C=C2/CCc3ccccc3C2=O)cc(OC)c1OC	-14%	21%	-42%[inhibitor]	?	12µM*	?	11	-2%	16
O=C(O)CC12CC3CC(C1)CC(n1ncc(NCc4ccc(F)cc4)c(Cl)c1=O)(C3)C2	2%	0%	i	-3%	-2%	-5%	18	0%	17

One compound at a time, from the list above.
Shown for O=C(O)CC12CC3CC(C1)CC(n1ncc(NCc4ccc(F)cc4)c(Cl)c1=O)(C3)C2 : aSyn rescue: 2%; TDP43 rescue: 0%; PTHR1 ag: i; HEK293 tox: -3%; KB-V1 MDR tox: -2%; GLP-1R inv ag: -5%; DRD3 agonist: 18; GLP1R ag: 0%; D3 antag: 17
Shown for COc1ccc(OCCCn2c(C)nc3cc(C)c(C)cc32)cc1 : aSyn rescue: nt; TDP43 rescue: 22%; PTHR1 ag: i; HEK293 tox: 3%; KB-V1 MDR tox: -11%; GLP-1R inv ag: ?; DRD3 agonist: 6; GLP1R ag: nt; D3 antag: nt

Other entries:
SMILES	aSyn rescue	TDP43 rescue	PTHR1 ag	HEK293 tox	KB-V1 MDR tox	GLP-1R inv ag	DRD3 agonist	GLP1R ag	D3 antag
CCC12CN3CC(CC)(CN(C1)C3c1cc(Br)ccc1OC)C2=O (stereo unspecified)	nt	2%	-1%	1%	5%	-1%	6	nt	nt
CCCNC(=O)Cn1cnc2sc(C(=O)Nc3ccc4c(c3)OCO4)c(C)c2c1=O	2%	2%	-6%[57.5 µM]	1%	18%	0%	10	-11%	20
COc1ccc(-c2noc(N3CCC(C(=O)Nc4ccc(OC)cc4OC)CC3)n2)cc1	6%	25%	-43%[inhibitor]	-14%	-6%	-17%	6	-3%	0
COc1ccc(C(=O)Nc2ccc(S(=O)(=O)Nc3cc(C)nc(C)n3)cc2)cc1OC	-8%	-6%[0.397 µM]	-2%	2%	?	78%[activator]	-6	-3%	-6
Cc1cc2nc(-c3ccc(C#N)cc3)c(Cc3cccc(F)c3)n2c(C)c1Br	-1%	11%	-9%	7%	0%	14%	-12	8%	-11
CCOC(=O)c1[nH]c2ccccc2c1NC(=O)c1cc(OC)c(OC)c(OC)c1	-2%	-3%	i	4%	6%	3%	14	0%	-10
COc1ccc(CCNC(=O)CSc2nnc(CNC(=O)c3cccs3)o2)cc1OC	6%	5%	-43%	23%	10%	23%	2	18%	7
